ATXN2 expr inh: reduces ATXN2 reporter expression in HEK-293 cells | Potency, µM (doses to about 57 µM), for the others: at the highest dose activity change, negative = inhibition, actives largely listed as inhibitors | HEK-293 ATXN2-luciferase reporter, luminescence, 24 h | actives 0.72% (n = 360,000); note: potency is the fitted concentration of half-maximal effect; % is set by controls: 0 for no effect and ±100 for the full control effect; nearly all actives have a fitted effect of over 55% in size
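ATXN2-luciferase reporter cells (luciferase flanked by upstream and downstream ATXN2 gene portions) were treated 24 h at 37 °C with compounds at up to 57 uM. SteadyGlo luminescence gave expression; GF-AFC fluorescence gave viability.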
IL-1B inflam inh: inhibitors of inflammasome signaling (IL-1 beta secretion). THP-1 LPS/ATP IL-1B secretion, AlphaLISA, 16 h; hits give low values. activity change, % at 57.5 µM. actives 4.7% (n = 360,000). AID 743279; in the data active = activity change below about -50%; inconclusive = mostly about -30% to -49%; note: % is set by controls: 0 for no effect and ±100 for the full control effect
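Secreted IL-1B measured by AlphaLISA bead assay after 16 h compound exposure of THP-1 cells; compounds (final up to 57.5 uM) added 1 h before LPS (250 ng/mL) and ATP (1.25 mM) stimulation; lower signal means less secretion.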
WRN inhibitor: blocks human WRN helicase | WRN helicase unwinding, fluorescent forked duplex, kinetic | Potency, µM (doses to about 114 µM), for the others: at the highest dose activity change, negative = inhibition, actives largely listed as inhibitors | actives 0.46% (n = 360,000) | AID 651768; note: potency is the fitted concentration of half-maximal effect; % is set by controls: 0 for no effect and ±100 for the full control effect; nearly all actives have a fitted effect of over 55% in size
Target sequence (Q14191 whole entry, looked up): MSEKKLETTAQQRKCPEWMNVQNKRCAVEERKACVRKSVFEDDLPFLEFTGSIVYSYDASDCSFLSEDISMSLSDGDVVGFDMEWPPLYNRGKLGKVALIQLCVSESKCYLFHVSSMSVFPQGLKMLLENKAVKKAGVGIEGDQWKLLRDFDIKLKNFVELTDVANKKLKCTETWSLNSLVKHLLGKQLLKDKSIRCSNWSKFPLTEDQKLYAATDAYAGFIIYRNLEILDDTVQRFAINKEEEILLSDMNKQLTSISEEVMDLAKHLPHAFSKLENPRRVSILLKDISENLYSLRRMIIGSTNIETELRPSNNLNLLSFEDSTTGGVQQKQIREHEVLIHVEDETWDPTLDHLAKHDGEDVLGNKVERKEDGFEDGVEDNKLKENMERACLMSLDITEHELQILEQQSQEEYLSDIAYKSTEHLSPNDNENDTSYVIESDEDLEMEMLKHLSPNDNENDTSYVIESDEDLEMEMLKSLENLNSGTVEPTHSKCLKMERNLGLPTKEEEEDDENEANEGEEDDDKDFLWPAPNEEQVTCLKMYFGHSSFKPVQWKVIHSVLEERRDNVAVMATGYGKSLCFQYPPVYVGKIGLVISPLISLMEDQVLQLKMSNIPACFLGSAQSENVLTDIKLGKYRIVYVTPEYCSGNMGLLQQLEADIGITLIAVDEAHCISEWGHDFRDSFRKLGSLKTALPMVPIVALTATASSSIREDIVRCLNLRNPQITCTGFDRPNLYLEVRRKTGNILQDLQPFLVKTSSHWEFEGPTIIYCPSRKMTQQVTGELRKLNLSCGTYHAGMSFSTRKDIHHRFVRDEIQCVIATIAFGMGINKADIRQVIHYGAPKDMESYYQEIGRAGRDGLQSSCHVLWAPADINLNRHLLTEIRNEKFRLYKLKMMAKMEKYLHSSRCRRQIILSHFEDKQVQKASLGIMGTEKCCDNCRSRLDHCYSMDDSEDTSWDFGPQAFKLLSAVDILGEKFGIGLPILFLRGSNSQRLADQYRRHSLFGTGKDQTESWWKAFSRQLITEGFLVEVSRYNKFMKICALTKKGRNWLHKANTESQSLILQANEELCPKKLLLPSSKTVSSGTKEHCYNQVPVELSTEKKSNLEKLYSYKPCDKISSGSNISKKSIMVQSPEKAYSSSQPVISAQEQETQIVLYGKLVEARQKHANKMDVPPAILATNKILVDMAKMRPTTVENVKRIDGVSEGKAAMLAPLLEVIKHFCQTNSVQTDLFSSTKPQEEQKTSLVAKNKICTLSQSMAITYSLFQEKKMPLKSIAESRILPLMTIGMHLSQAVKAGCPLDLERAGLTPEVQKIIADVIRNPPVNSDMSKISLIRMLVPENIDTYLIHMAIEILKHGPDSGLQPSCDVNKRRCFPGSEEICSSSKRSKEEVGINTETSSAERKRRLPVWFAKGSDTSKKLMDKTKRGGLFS
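Kinetic fluorescence helicase assay: unwinding of a quenched forked DNA duplex (100 nM final) with 2 mM ATP final raises red fluorescence (525/598 nm). Compounds sat 15 min at room temperature with 20 nM WRN beforehand.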
MCF10A rereplic: induces DNA re-replication in MCF 10a normal breast cells; MCF 10A DNA re-replication, Hoechst nuclear intensity, 48 h; Potency, µM (titrated, usually from 46.1 µM), for the others: at the highest dose activity, positive = re-replication, most hits filed as activators; actives 2.9% (n = 350,000); AID 624296; note: potency is the fitted concentration of half-maximal effect; % of control where 0% means no effect; nearly all actives have a fitted effect of over 50% in size
HT1080-NT tox: kills 2HG-producing HT-1080-NT fibrosarcoma cells. actives 1.6% (n = 360,000). HT-1080-NT fibrosarcoma viability, CellTiter-Glo ATP luminescence, 48 h. Potency, µM (highest dose often 46.1 µM), for inactives: at the highest dose activity, negative = less viability, actives largely listed as cytotoxic;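 note: NT is the 2HG producing partner of a matched IDH1 knockdown line; potency is the fitted concentration of half-maximal effect; 0% = DMSO-treated cells and -100% = media-only wells without cells; nearly all actives have a fitted effect of over 55% in size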
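Viability by CellTiter-Glo luminescence after 48 h compound exposure at 37C of HT-1080-NT cells (750/well, RPMI, 5% FBS). % activity scaled between DMSO wells and medium-only wells, then curve-fitted and categorized by curve class.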
KB-V1 MDR tox: KB-V1 MDR subline cytotoxicity; KB-V1 MDR cells viability, CellTiter-Glo, 72 h; Potency, µM (series often up to 46.1 µM), inactives show top-dose activity change, negative = cytotoxicity, most hits filed as cytotoxic; actives 3.4% (n = 400,000); note: potency is the fitted concentration of half-maximal effect; % is set by controls: 0 for no effect and ±100 for the full control effect; nearly all actives have a fitted effect of over 60% in size
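Potencies derive from concentration-effect curves fitted to normalized luminescence (CellTiter-Glo) of KB-V1 cells treated for 72 h at 37 degrees C in phenol-red-free DMEM containing 10% FBS.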
KB-3-1 cytotox: kills parental KB-3-1 adenocarcinoma cells | actives 1.4% (n = 400,000) | Potency, µM (titrated, usually from 46.1 µM), inactives show at the top dose activity change, negative = cytotoxic, actives largely listed as cytotoxic | KB-3-1 viability, CellTiter-Glo ATP luminescence, 72 h; note: potency is the fitted concentration of half-maximal effect; % is set by controls: 0 for no effect and ±100 for the full control effect; nearly all actives have a fitted effect of over 60% in size
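Using CellTiter-Glo luminescence, growth of non-resistant KB-3-1 adenocarcinoma cells is assessed 72 h after pin-tool compound addition at 37 °C. Normalized responses across the concentration series yield fitted curves.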
SW480 rereplic: DNA re-replication induction in SW480 cells. Potency, µM (series often up to 46.1 µM), without a hit: top-dose re-replication activation, hits mostly activators. AID 624297. SW480 DNA re-replication, Hoechst DNA content imaging, 48 h. actives 1.8% (n = 340,000); note: potency is the fitted concentration of half-maximal effect; % of control where 0% means no effect; nearly all actives have a fitted effect of over 55% in size
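Per well, 250 cells were exposed to pinned compound for 48 hr. Nuclear DNA was visualised with Hoechst (40 min, 37 C) and total object intensity recorded by fluorescence scanning.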
HT1080 IDH1KD tx: kills HT-1080 cells with IDH1 knockdown; HT-1080 IDH1 knockdown viability, ATP luminescence, 48 h; Potency, µM (highest dose often 46.1 µM), for the others: at the highest dose activity, negative = toxicity, hits mostly cytotoxic; actives 2% (n = 360,000); AID 686971;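 note: potency is the fitted concentration of half-maximal effect; 0% = DMSO wells and -100% = cell-free medium wells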
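Assay cells: HT-1080 with IDH1 knockdown, 750 per well, RPMI/5% FBS. Exposure: 48 h at 37 °C following 2 h pre-incubation. Read: CellTiter-Glo luminescence; fitted concentration-response, curve class assigned.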
The depositor's hits bear a star; ? = inconclusive; . = no result given; & = joins results of further samples; ! = not confirmed by another sample; [ ] = dose if it differs, or a comment. Unless noted, calls come from the whole dose curve; as a rule, active = well fitted curve in the direction sought with a large enough effect; inconclusive = small, poorly fitted or top-dose-only effect, or another doubt; inactive = no such curve, though single readings can be large; an effect the other way counts as inactive or inconclusive. Rows were taken by chance; overall some 12% were active at least once.

cpd	SMILES	ATXN2 expr inh	IL-1B inflam inh	WRN inhibitor	MCF10A rereplic	HT1080-NT tox
1	Cc1ccc(OCCCC(=O)Nc2ccc(Cl)c(S(=O)(=O)N3CCOCC3)c2)cc1	-35%	?	-12%	?	-20%
2	CCc1cccc(CC)c1NC(=O)COn1nnc2ccc(C(F)(F)F)cc21	-10%	-2	-22%[57.1 µM]	-1%	0%
3	CC1(C)C=Cc2c(c3c(c4c(=O)c(-c5ccc(O)cc5)coc24)OC(C)(C)CC3)O1	?	?	-2%	?	12%
4	Cc1ccc(C(CNC(=O)C(=O)Nc2ccc3c(c2)OCCO3)N2CCN(C)CC2)cc1 (centres undefined)	-6%	?	3%	-2%	9%
5	COc1ccc(NC(=O)N[C@H]2CC[C@@H](CC(=O)NC3CCC3)O[C@@H]2CO)cc1	.	-4	-1%	.	22%
6	O=C(NNC(=S)NC1CCCCC1)c1ccccc1Br	.	-4	0%	0%	13%
7	COc1ccc(/C=C/CN2CCCC(CO)(Cc3cccc(Cl)c3)C2)cc1 (centres undefined)	-20%	-78*	-15%	?	?
8	CCc1ccc(N2CC(C(=O)NC3CC3)CC2=O)cc1 (centres undefined)	19%	-8	1%	0%	10%

cpd	KB-V1 MDR tox	KB-3-1 cytotox	SW480 rereplic	HT1080 IDH1KD tx
1	7.3µM*	15µM*	?	-21%
2	0%	-2%	25%	-22%
3	-7%	?	7%	?
4	14%	6%	-2%	11%
5	3%	16%	.	21%
6	-17%	-1%	0%	0%
7	-12%	?	?	23µM*
8	2%	3%	-2%	14%

Entries of single compounds as entered above. Values in the order: ATXN2 expr inh	IL-1B inflam inh	WRN inhibitor	MCF10A rereplic	HT1080-NT tox	KB-V1 MDR tox	KB-3-1 cytotox	SW480 rereplic	HT1080 IDH1KD tx
CCc1cccc(CC)c1NC(=O)COn1nnc2ccc(C(F)(F)F)cc21 in the list: -10%	-2	-22%[57.1 µM]	-1%	0%	0%	-2%	25%	-22%
CC1(C)C=Cc2c(c3c(c4c(=O)c(-c5ccc(O)cc5)coc24)OC(C)(C)CC3)O1 in the list: ?	?	-2%	?	12%	-7%	?	7%	?
COc1ccc(NC(=O)N[C@H]2CC[C@@H](CC(=O)NC3CCC3)O[C@@H]2CO)cc1 in the list: .	-4	-1%	.	22%	3%	16%	.	21%

The results go on:
cpd	SMILES	ATXN2 expr inh	IL-1B inflam inh	WRN inhibitor	MCF10A rereplic	HT1080-NT tox
9	COc1cccc(SCc2noc(C(=O)NCC3CCCO3)c2C(=O)O)c1 (centres undefined)	2%	8	-8%	?	2%
10	O=C(CNS(=O)(=O)c1ccc(Br)s1)N1CCN(c2ccc(F)cc2)CC1	-27%&-25%	-1	-9%	11%	-2%
11	O=C(CNC(=O)c1cc(-c2ccccc2)nn1-c1ccccc1)Nc1ccccc1Br	10%	38	-7%	12µM*	-1%
12	Cc1ccc(OCC(O)Cn2c(=N)n(CCN3CCCCC3)c3ccccc32)cc1 (centres undefined)	25µM*	-50*	-4%	?	16µM*
13	CC(Oc1ccc(Br)cc1Cl)C(=O)Nc1ccncc1 (centres undefined)	?	?	-4%	?	?
14	COc1ccc(C(=O)Nc2c(-c3ccccc3)nc3ccccn23)c(OC)c1	3%	-5	4%	?	-7%
15	C[C@@H]1CC[C@H](Cc2ccc(-n3cccc3)cc2)N1C(=O)OC(C)(C)C	-26%	1	-3%	.	-3%
16	CN(C(=O)c1ccc(Cl)cc1)C1CCS(=O)(=O)C1 (centres undefined)	.	-14	3%	2%	14%

cpd	KB-V1 MDR tox	KB-3-1 cytotox	SW480 rereplic	HT1080 IDH1KD tx
9	13%	27%	-15%	-5%
10	18µM*!	23µM*!	0%	-1%
11	-4%	-1%	-24%	1%
12	23µM*	21µM*	?	?
13	-1%	?	-29%	16µM*
14	-9%	2%	-13%	-8%
15	19%	-5%	.	4%
16	-12%	-8%	-1%	9%

Going on with the list:
cpd	SMILES	ATXN2 expr inh	IL-1B inflam inh	WRN inhibitor	MCF10A rereplic	HT1080-NT tox
17	CC1(C)Cc2ccccc2C(NNC(=O)c2ccc(Br)o2)=N1	-4%	0	-21%	?	-2%
18	CS(=O)(=O)N(CC(=O)Nc1cccc(F)c1)c1cccc([N+](=O)[O-])c1	3%	42	1%	248%[0.0737 µM]	7%
19	CCOC(=O)c1cnc(-n2[nH]c(C)cc2=O)[nH]c1=O	-11%	-9	56µM*	8%	-1%
20	Clc1ccc(-n2nnc(-c3nccs3)n2)cc1Cl	65%[activator]	26	-1%	11%	?
21	CCOc1ccc(NC(=O)N2CCC(NC(=O)C(Cc3ccc(OC)c(OC)c3)NC(C)=O)CC2)cc1 (centres undefined)	4%	4	11%	7%	-1%
22	Cc1cc(C(=O)CSc2n[nH]c(N)n2)c(C)n1-c1ccc2c(c1)OCO2	6%	-11	0%	16%	-3%
23	Nc1cc2c(cc1Cl)-c1ccc([N+](=O)[O-])cc1C2=NO	?	3	2%	17%	20%
24	O=C1CN(C(=O)/C=C/c2ccccc2F)c2ccccc2N1	-13%	-5	6%	?	3%

cpd	KB-V1 MDR tox	KB-3-1 cytotox	SW480 rereplic	HT1080 IDH1KD tx
17	?	-6%	-5%	11%
18	-2%	4%	-5%	1%
19	5%	4%	11%	7%
20	?	11%	0%	17%
21	0%	-3%	-2%	-2%
22	?	?	0%	-12%
23	1%	-4%	10%	?
24	12%	-2%	7%	2%

Additional structures follow:
cpd	SMILES	ATXN2 expr inh	IL-1B inflam inh	WRN inhibitor	MCF10A rereplic	HT1080-NT tox
25	CCCn1c(N)c(C(c2ccc(OC)cc2)N2CCN(c3ccccc3)CC2)c(=O)[nH]c1=O (centres undefined)	-11%	?	-4%	-2%	12%
26	O=C(NC(Cc1c[nH]c2ccccc12)C(=O)O)c1ccc(F)cc1 (centres undefined)	3%	34	-2%	9%	5%
27	COc1ccc(C(=O)Nc2ccnn2C2CCN(Cc3cn(C)nc3C)CC2)cc1	-15%	5	8%	?	-1%
28	Nc1ncc(-c2cc3ccccc3oc2=O)s1	53%[activator]	-2	-8%	7%	-22%
29	CCOc1ccc(S(=O)(=O)N2CCN(C(=O)c3cc(C4CC4)nn3-c3ccccc3)CC2)cc1	7%	-25	-15%	13%	0%
30	O=S(=O)(Cc1cccc(F)c1)c1c[nH]c2ccccc12	0%	?	-7%	13%	-4%
31	CCCCCCCCCCCCCCCC[n+]1cccc2ccccc21	?	-102*	?	18µM*	6.5µM*
32	Cc1cccc(NC(=O)CSc2nnc(-c3ccccc3C)o2)c1	69%[activator]	0	5%	1%	14%

cpd	KB-V1 MDR tox	KB-3-1 cytotox	SW480 rereplic	HT1080 IDH1KD tx
25	23%	4%	3%	8%
26	18%	-4%	-9%	6%
27	0%	4%	-22%	-1%
28	-4%	-5%	-4%	-26%
29	?	-18%	18%	-14%
30	-25%	0%	?	-1%
31	23µM*	?	?	8.2µM*
32	?	-18%	-11%	4%

Next section:
cpd	SMILES	ATXN2 expr inh	IL-1B inflam inh	WRN inhibitor	MCF10A rereplic	HT1080-NT tox
33	Cc1cc(C(=O)NCc2ccc3c(c2)OCO3)c(C)o1	0%	-9	3%	5%	2%
34	Cc1ccc(NS(=O)(=O)c2cn(C)c(=O)n(C)c2=O)cc1C	-19%	-1	3%	1%	-9%
35	CCOc1ccc(S(=O)(=O)c2ccc(C)cc2)c2c1no[n+]2[O-]	.	-1	18%	.	-4%
36	O=C(Nc1cccc2cccnc12)c1csc([C@@H]2O[C@H](CO)[C@H](O)[C@H](O)[C@H]2O)n1	-1%	-6	13%	.	21%
37	O=C(CC1C(=O)NCCN1C(=O)c1ccc(F)cc1)OCc1ccccc1 (centres undefined)	4%	13	9%	-7%	3%
38	COc1cc(C(=O)NCC(=O)Nc2c(C)cccc2C)ccc1OCc1ccccc1	17%	-4	-6%	4%	-6%
39	N#Cc1c(N)n(C2CCCCC2)c2nc3ccccc3nc12	-20%	-19	-1%	1µM*	?
40	COc1ccc(C(CNC(=O)c2cc3ccccc3o2)N2CCCC2)cc1 (centres undefined)	-21%	-2	-7%	-2%	0%

cpd	KB-V1 MDR tox	KB-3-1 cytotox	SW480 rereplic	HT1080 IDH1KD tx
33	20%	-18%	-1%	8%
34	-8%	-9%	9%	-1%
35	?	-8%	.	-10%
36	3%	0%	.	4%
37	5%	21%	-8%	0%
38	.	.	2%	5%
39	?	?	8.2µM*	?
40	22%	-4%	-7%	-3%

(cont.)
cpd	SMILES	ATXN2 expr inh	IL-1B inflam inh	WRN inhibitor	MCF10A rereplic	HT1080-NT tox
41	COCCNc1oc(/C=C/c2ccccc2OC)nc1S(=O)(=O)c1ccccc1	-13%	0	-9%	21µM*	-10%
42	O=C(O)CCCC(=O)Nc1ccc(C(=O)N2CCCCC2)cc1	-6%	1	-3%	7%	0%
43	COc1cccc(CNC(=O)c2ccc3c(c2)N(C)CCS3)c1OC	-4%	?	-1%	-1%	7%
44	Cc1ccc(S(=O)(=O)CCSc2cccc(C(=O)Nc3ccccc3C(=O)O)c2)cc1	26%	11	?	?	-19%
45	CC1Sc2ccc(S(=O)(=O)CCC(=O)NC3CCCC(C)C3C)cc2NC1=O (centres undefined)	.	22	1%	?	-10%
46	CC1(C)Cc2nc(N)c(=O)sc2C1	5%	6	-7%	-8%	5%
47	Cc1ccccc1NC(=O)C1CCCN(S(=O)(=O)c2cccc3cccnc23)C1 (centres undefined)	10%	18	-4%	9%	-1%

cpd	KB-V1 MDR tox	KB-3-1 cytotox	SW480 rereplic	HT1080 IDH1KD tx
41	-2%	-8%	?	-9%
42	-4%	?	-1%	1%
43	7%	-16%	2%	1%
44	-2%	?	-8%	-25%
45	16%	-14%	?	-2%
46	-3%	3%	1%	10%
47	-19%	0%	13%	2%

Compound activity (PubChem)
